Screens from PubChem BioAssay.
Menin MLL FP TR: displaces Texas Red mutant MLL peptide from human menin; O00255; Menin + Texas Red MLL mutant peptide, fluorescence polarization; Potency, µM (top dose mostly 61.6 µM), for the others: top-dose FP activity change, negative = inhibition, actives largely listed as inhibitors; 0.23% of 270,000 active; active means well fitted inhibition curve with a large enough effect in the polarisation, with a control signal flat, not every such curve was filed as active; inconclusive means small, poorly fitted or top-dose-only effect, or effect the other way, or a change in a side signal; inactive means no such curve, though single readings can be large or run the other way; the % refers to the polarisation; further: potency means the concentration at half of the fitted maximal effect; % of control where 0% means no effect; many of its hits are not listed in these tables
B2AR arrestin: beta2AR (human) beta-arrestin recruitment activity; AID 492947; beta-arrestin recruitment to beta2AR, cell-based reporter; P07550; Potency, µM (doses to about 46.1 µM), inactives show at the top dose activation, most hits filed as activators; 0.02% of 330,000 active;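 further: potency means the concentration at half of the fitted maximal effect; 0% = DMSO controls and full agonism = EC100 isoproterenol or metaproterenol; nearly all actives have a fitted effect of over 65% in size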
Coupling enz: counter-screen for Giardia aldolase inhibitors: coupling enzyme system; AID 2472; 0.67% of 290,000 active; coupling enzyme system counterscreen, AmpLite Red fluorescence; activity change, negative = inhibition, % at 58.2 µM, hits read low; in the data active means activity change below about -30%; further: on the % scale 0 is the no-effect control and ±100 the full control effect
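First, compound is pin-transferred into glyceraldehyde-3-phosphate coupling-enzyme reagent at 57.5 uM final and held 10 min at RT. Next, substrate, coupling system and AmpLite Red are added. After 20 min RT, fluorescence (525/598 nm) is read.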
Tb PFK block: inhibitors of T. brucei phosphofructokinase; O15648; T. brucei PFK, ADP-Glo luminescence; Potency, µM (doses to about 57.5 µM), for the others: at the top dose activity, negative = inhibition, usual class: inhibitors; 0.17% of 330,000 active;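 further: potency means the concentration at half of the fitted maximal effect; 0% = uninhibited 1x PFK enzyme wells and -100% = no-enzyme wells; nearly all actives have a fitted effect of over 60% in size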
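In TEA buffer at pH 8.0 with 5 mM MgCl2, enzyme (1.25 nM) converted F6P (0.5 mM) and ATP (0.1 mM) for 45 min at room temperature. ADP product was read by luciferase luminescence.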
Giardia killer: Giardia lamblia killing; Giardia lamblia trophozoite viability; AID 540267; 0.15% of 340,000 active; activity change, % at 7.66 µM, hits read low; in the data active means activity change below about -80%; inconclusive means between about -30% and that limit;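 further: parasites exposed to compound for two days anaerobically before the ATP read; on the % scale 0 is the no-effect control and ±100 the full control effect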
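Trophozoite viability was measured as ATP-dependent luminescence, read 15-30 min after reagent addition. Before that, parasites at 100 cells/well were exposed to compounds for 48 h, anaerobically, at 37 deg C.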
TSG101-PTAP inh: blocks PTAP/TSG101 interaction to inhibit HIV-1 budding; Fluorescence polarization, FITC-PTAP peptide / Tsg101 binding; Potency, µM (doses to about 115 µM), without a hit: top-dose activity change, negative = inhibition, actives largely listed as inhibitors; 340,000 tested, under 10 active; AID 493005; active means well fitted inhibition curve with a large enough effect in the main read-out, with a control signal flat, not every such curve was filed as active; inconclusive means small, poorly fitted or top-dose-only effect, or effect the other way, or a change in a side signal; inactive means no such curve, though single readings can be large or run the other way; further: potency means the concentration at half of the fitted maximal effect; % of control where 0% means no effect
Target sequence (Q99816 whole entry, looked up): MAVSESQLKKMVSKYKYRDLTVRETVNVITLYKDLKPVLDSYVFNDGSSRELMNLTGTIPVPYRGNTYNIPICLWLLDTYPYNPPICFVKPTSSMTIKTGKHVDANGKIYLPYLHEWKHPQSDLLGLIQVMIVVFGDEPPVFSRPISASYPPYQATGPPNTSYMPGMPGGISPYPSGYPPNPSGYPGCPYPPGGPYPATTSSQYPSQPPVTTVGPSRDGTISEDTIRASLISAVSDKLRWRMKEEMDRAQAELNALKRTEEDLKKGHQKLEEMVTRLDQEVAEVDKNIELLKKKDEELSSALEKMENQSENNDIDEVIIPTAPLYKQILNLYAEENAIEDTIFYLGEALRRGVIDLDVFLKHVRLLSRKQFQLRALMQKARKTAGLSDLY
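Fluorescence anisotropy tracks displacement of a FITC-tagged PTAP peptide (50 nM) from the Tsg101 binding domain (10 uM), following a 20 min room-temperature incubation at pH 7.5.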
S-ASM inh: inhibitors of human secretory acid sphingomyelinase | Potency, µM (series often up to 57.5 µM), for the others: at the highest dose activity change, negative = inhibition, most hits filed as inhibitors | placental ASM, HMU-PC fluorogenic substrate, 60 min | 0.006% of 340,000 active; further: potency means the concentration at half of the fitted maximal effect
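HMU-PC0 cleavage (9 uM final) by human placental ASM, 60 min at 37 °C following 10 min compound exposure at RT; stopped at pH 10, fluorescence Ex 386/Em 447 nm.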
PKM2 act: PKM2 (human) enzyme activation; Potency, µM (highest dose often 57.5 µM), without a hit: at the highest dose activation, usual class: activators; purified PKM2, Kinase-Glo ATP luminescence, activation; response scale: 0% is enzyme alone, no compound; 0.34% of 260,000 active; further: potency means the concentration at half of the fitted maximal effect; on the % scale 0 is the no-effect control and ±100 the full control effect; nearly all actives have a fitted effect of over 55% in size
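ATP formation by purified human PK-M2, quantified via coupled luciferase luminescence after 1 h at room temperature with 0.1 mM ADP and 0.5 mM PEP final.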
GALK inhibitor: inhibitors of human galactokinase; P51570; Purified GALK, Kinase-Glo residual ATP luminescence; Potency, µM (series often up to 57.5 µM), for the others: at the top dose activity change, negative = inhibition, most hits filed as inhibitors; 0.007% of 270,000 active; further: potency means the concentration at half of the fitted maximal effect; on the % scale 0 is the no-effect control and ±100 the full control effect
Target sequence (P51570 whole entry, looked up): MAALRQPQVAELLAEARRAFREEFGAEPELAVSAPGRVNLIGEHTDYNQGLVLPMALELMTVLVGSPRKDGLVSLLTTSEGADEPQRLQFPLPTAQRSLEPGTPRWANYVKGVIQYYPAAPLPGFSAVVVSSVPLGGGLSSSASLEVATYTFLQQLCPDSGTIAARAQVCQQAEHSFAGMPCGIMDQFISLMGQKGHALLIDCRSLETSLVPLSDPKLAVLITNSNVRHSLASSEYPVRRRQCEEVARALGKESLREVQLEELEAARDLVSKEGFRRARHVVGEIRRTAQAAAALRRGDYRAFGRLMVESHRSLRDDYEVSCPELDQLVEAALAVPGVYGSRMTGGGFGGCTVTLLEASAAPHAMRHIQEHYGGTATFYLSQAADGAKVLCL
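The enzyme phosphorylates galactose (100 uM) using ATP (35 uM); inhibition is detected as higher residual ATP, quantified by bioluminescence after 1 h reaction at room temperature, pH 8.0.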
Integrin act MD: activators of alpha7 integrin expression for muscular dystrophy. 0.064% of 350,000 active. Potency, µM (series often up to 38.3 µM), inactives show at the top dose activation, actives largely listed as activators. alpha7betagal myoblasts, beta-gal FDG fluorescence, 48 h;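 further: potency means the concentration at half of the fitted maximal effect; 100% = response of the positive control SU9516; nearly all actives have a fitted effect of over 60% in size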
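alpha7betagal+/- myoblasts (passage 13, 250/well) treated 48 h at 37C with compounds at 1:260 dilution of DMSO stock. Lysed, then beta-galactosidase activity read as FDG fluorescence (ex 480/em 540) after 30 min, with pre-read for autofluorescence.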
Chronic BCR inh: blocks chronic active B-cell receptor signaling; 0.05% of 340,000 active; ABC-DLBCL IkBa-CBG/CBR reporter, luminescence ratio, 4 h; AID 493014; Potency, µM (doses to about 46.1 µM), for inactives: at the top dose ratio change, negative = lower green/red ratio, most hits filed as inhibitors; active means well fitted inhibition curve with a large enough effect in the signal ratio, with a control signal flat, not every such curve was filed as active; inconclusive means small, poorly fitted or top-dose-only effect, or effect the other way, or a change in a side signal; the % refers to the signal ratio;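 further: potency means the concentration at half of the fitted maximal effect; plate controls were basal doxycycline-induced cells for no effect and cells given 10 µM MG132 for full effect; MG132 reads +100%, hits lower the ratio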
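Cell line TMD8 (human ABC DLBCL), stably expressing tet-inducible CBG68-IkBa fusion and CBR; IMDM/0.5% FBS; cpd up to 46 uM; dox induction, 4 h, 37C/5% CO2; dual luminescence; green/red ratio; MG132 control.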
* marks the source's active call; other numbers are inactive results; ? = inconclusive; / = not tested or not shown; & = joins results of further samples; [ ] = dose if it differs, or a comment. Unless noted, the call rests on the fitted dose curve; in most records, active means well fitted curve in the direction sought with a large enough effect; inconclusive means small, poorly fitted or top-dose-only effect, or another doubt; inactive means no such curve, though single readings can be large; an effect the other way counts as inactive or inconclusive. Not all compounds are listed, so the mix of outcomes need not match the whole.

SMILES | Menin MLL FP TR | B2AR arrestin | Coupling enz | Tb PFK block | Giardia killer | TSG101-PTAP inh | S-ASM inh | PKM2 act | GALK inhibitor | Integrin act MD | Chronic BCR inh
Cc1ccc(NC(=S)Nc2ccc3cn[nH]c3c2)cc1C | 5% | -0.7% | 3 | 0% | 3 | -5% | 0% | -18% | 0% | 22% | -5%
CCc1cccc(C)c1NC(=S)N(CCOC)C(C)c1ccco1 (stereo not drawn) | / | -0.1% | -3 | 5% | -11 | -6% | 3% | -1% | -1% | 0% | ?
O=[N+]([O-])c1ccc(NC(=S)N2CCN(c3ccccc3)CC2)cc1 | ? | -0.1% | 0 | -27% | -5 | -1% | 0% | -3% | 0% | 17% | 5%
O=C(Cn1ncc2c([nH]c3ccccc32)c1=O)NCC1CCN(Cc2ccccc2F)CC1 | -3% | 0.1% | 1 | -2% | -2 | -4% | -2% | / | 8% | ? | -12%
COc1ccc(C(=O)N2CCn3c2nc2ccccc23)cc1 | -1% | -0.1% | 1 | 0% | 33[activator] | -2% | -3% | -3% | 13% | -9% | 3%
CC(C)c1nc2cc3ccccc3cc2[nH]1 | 12% | -0.9% | 1 | -3% | 19 | -4% | 2% | 11% | 5% | 25% | ?
Cc1nc(NC(=O)CCc2ccccc2)sc1C | 7% | -1.0% | -3 | -28% | -7 | 0% | 0% | 1%[11.5 µM] | -4% | 18% | ?
COc1ccc(C2(C)NC(=O)N(CC(=O)NC(C)c3ccc(CC(C)C)cc3)C2=O)cc1 (stereo not drawn) | 0% | 3.1% | 6 | -1% | 15 | -1% | -17% | / | 0% | -18% | 0%
CCCCOc1ccc(C(=O)Nc2ccc(C)cc2[N+](=O)[O-])cc1 | -13% | -0.5% | 0 | 2% | 2 | -2% | 3% | -4% | 1% | 12% | ?
O=C(Nc1c2c(nn1-c1ccccc1)CS(=O)C2)c1ccc(Br)o1 (stereo not drawn) | / | -0.9% | / | 0% | 8 | -1% | 1% | -7% | -2% | 8% | -2%
CCCCn1c(N)c(N(CCOC)C(=O)c2ccc(S(=O)(=O)N3CCCCC3)cc2)c(=O)[nH]c1=O | / | -0.4% | / | 0% | 7 | -3% | 13% | / | / | -1% | 0%
CCOc1ccc(C2c3cc(OC)c(OC)cc3CC(=O)N2c2ccc(OC)cc2)cc1 (stereo not drawn) | ? | 1.8% | -1 | 5% | -3 | 1% | -11% | 3% | -1% | 11%[7.66 µM] | -4%
COc1cc(/C=C2\SC(=S)N(CCC(=O)N3CCN(C)CC3)C2=O)cc(OC)c1OC | ? | -0.2% | -2 | 1% | 4 | -1% | -7% | 6% | 13% | -53%[inhibitor] | -12%
CCCCn1c(N)c(N(CC(C)C)C(=O)c2cnc(C)cn2)c(=O)[nH]c1=O | / | 0.0% | / | 0% | -12 | 0% | 0% | / | / | 4% | 0%
N#CC(C(=O)Nc1ccccc1)=C1Nc2ccccc2N1 | ? | -0.1% | 1 | -3% | 0 | -11% | -7% | -2% | 0% | 17% | ?
COc1ccc(-c2ccccc2)cc1NC(=O)c1cccs1 | ? | -0.9% | 3 | 0% | 15 | -4% | -3% | -1% | 1% | -16% | -7%
CCOC(CCNC(=O)c1cn(CC(C)C)c(=O)c2c1c1ccccc1n2C)OCC | 5% | -0.2% | 1 | 1% | -4 | -1% | 3% | / | 0% | -17% | ?
CCNC(=O)CC1C(=O)N(c2ccc(C)cc2)C(=O)N1CCc1sccc1C (stereo not drawn) | 4% | -0.2% | 3 | -2% | -6 | 1% | 0% | 2% | 0% | 1% | 0%
COC(=O)CSc1nc2ccccc2n1CC(=O)N(C(C)C)C(C)C | -4% | -0.4% | 2 | 2% | 2 | -6% | 6% | -4% | -1% | -26%[7.66 µM] | 2%
O=[N+]([O-])c1cccc2c3c([nH]c12)CCCC3 | / | -0.4% | 1 | -21% | 4 | -6% | -3% | 2% | 3% | 6% | 0%
C=CCn1c(SCC(=O)Nc2ccc3c(c2)CCC3)nc2ccccc2c1=O | -2% | 0.7% | 7 | 3% | -4 | -4% | 0% | -7% | 1% | 11% | ?
CCC(Sc1nc2ccccc2c2nc3ccccc3n12)C(=O)NCc1ccco1 (stereo not drawn) | 9% | -0.5% | 4 | -2% | / | / | / | -3% | 2% | / | ?
O=C(c1ccc(Cn2c(=O)[nH]c3ccsc3c2=O)cc1)N1CCN(c2ccccc2)CC1 | 6% | 0.4% | 2 | -5% | 5 | -3% | -5% | 0% | 1% | -16% | ?
C=CCN(C(=O)CNC(=O)c1ccco1)C(C(=O)NC1CCCCC1)c1ccc(OC)cc1OC (stereo not drawn) | 1% | 0.2% | 1 | -1% | 4 | 1% | 0% | -4% | 8% | -5% | 0%

Copied from the list:
Value of `CCCCn1c(N)c(N(CC(C)C)C(=O)c2cnc(C)cn2)c(=O)[nH]c1=O` under Tb PFK block: 0%
Value of `COC(=O)CSc1nc2ccccc2n1CC(=O)N(C(C)C)C(C)C` under S-ASM inh: 6%
Value of `N#CC(C(=O)Nc1ccccc1)=C1Nc2ccccc2N1` under S-ASM inh: -7%

(listing goes on)
SMILES | Menin MLL FP TR | B2AR arrestin | Coupling enz | Tb PFK block | Giardia killer | TSG101-PTAP inh | S-ASM inh | PKM2 act | GALK inhibitor | Integrin act MD | Chronic BCR inh
COc1ccc(S(=O)(=O)N(C)CC(=O)N2CCN(c3ccccc3)CC2)cc1 | -7% | 0.0% | -2 | -19% | 8 | 0% | -1% | / | 6% | 0% | 1%
Cc1ccc(-n2c(C)cc(C(=O)Cn3nc(C(=O)O)c4ccccc4c3=O)c2C)cc1 | -9% | -0.2% | 0 | 5% | 11 | -1% | -15% | 0% | -1% | -19% | 6%
COc1ccc(-c2ccccc2NC(=O)C2CCCN(Cc3ccc(C)o3)C2)cc1 (stereo not drawn) | / | 0.5% | / | 1% | -10 | -3% | 1% | -1% | 5% | 9% | 18%
COCC1COS(=O)(=O)NC1(C)C (stereo not drawn) | -3% | 0.3% | 3 | -3% | 9 | -6% | 5% | 1% | / | -8% | 14%
COc1ccc(-c2cc(-c3ccc(Cl)cc3)n[nH]2)c(O)c1 | ? | -0.3% | -4 | 3% | -15 | -5% | -1% | / | 0% | ? | ?
C[C@H](NC(=O)C1(c2ccccc2)CCN(C(=O)[C@H]2CSCN2C(=O)OC(C)(C)C)CC1)C(=O)O | -4%&-8% | -0.6%&-1.4% | -1&1 | -1%&5% | 9 | -11% | 8% | 2%&-5% | -1%&0% | 3% | ?
CC(=O)c1ccc(NC(=O)CSc2nc(C)cc(C)c2C(N)=O)cc1 | -1% | -0.2% | -1 | 0% | -14 | -12% | 5% | -12% | 1% | 0% | -5%
O=C(NC(=O)c1ccncc1)NC(c1ccccc1)c1ccccc1 | ? | 0.5% | 2 | -1% | 2 | -3% | 0% | 1% | 1% | -14% | -6%
Nc1ccc(N(c2ccccc2)c2ccc(N)cc2)cc1 | -29% | 0.2% | -12 | 0% | 3 | -2% | 0% | 2% | -6% | -36% | 1%
O=C(NCC1CC1)c1onc(CSc2ccc(F)cc2)c1C(=O)NCC1CC1 | / | 0.4% | / | -15% | 1 | -7% | -6% | / | / | 14% | -1%
CCN(CC)c1ccc(S(=O)(=O)N2CCOCC2)cc1NC(=O)CSc1nncs1 | / | -0.1% | / | 3% | 27 | -1% | -1% | / | / | 21% | ?
CC(C)Oc1cccc(C(=O)N/N=C/c2ccoc2)c1 | / | 0.3% | / | -3% | -14 | 0% | 3% | -5% | 0% | 9% | ?
O=S(=O)(CC(CN1CCCC1)N1CCCC1)c1ccc2ccccc2c1 (stereo not drawn) | -22% | 0.1% | -4 | -2% | -4 | 1% | -6% | -5% | -4% | -73%[inhibitor][7.66 µM] | ?

Entries of single compounds, looked up by structure. Screens in order: Menin MLL FP TR	B2AR arrestin	Coupling enz	Tb PFK block	Giardia killer	TSG101-PTAP inh	S-ASM inh	PKM2 act	GALK inhibitor	Integrin act MD	Chronic BCR inh
Nc1ccc(N(c2ccccc2)c2ccc(N)cc2)cc1 as listed: -29%	0.2%	-12	0%	3	-2%	0%	2%	-6%	-36%	1%
C[C@H](NC(=O)C1(c2ccccc2)CCN(C(=O)[C@H]2CSCN2C(=O)OC(C)(C)C)CC1)C(=O)O as listed: -4%&-8%	-0.6%&-1.4%	-1&1	-1%&5%	9	-11%	8%	2%&-5%	-1%&0%	3%	?
COc1ccc(-c2cc(-c3ccc(Cl)cc3)n[nH]2)c(O)c1 as listed: ?	-0.3%	-4	3%	-15	-5%	-1%	/	0%	?	?
